Screening data from PubChem BioAssay.
PfHsp40 rescue – rescue of yeast from PfHsp40 toxicity, primary screen, S. cerevisiae, ATP luminescence. S. cerevisiae expressing PfHsp40, growth rescue. growth rescue, % at 12.5 µM. 340,000 tested, 0.68% active. AID 504582, 2011; in the data active means growth rescue above about 28%, passing the limit was not always enough;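 further: yeast W303a lacking pdr1 and pdr3 grown in galactose medium; growth measured after three days at 30 °C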
SSB-PriA inh – inhibitors of Klebsiella pneumoniae PriA binding to SSB C-terminal tail, primary screen, biochemical, AlphaScreen; inhibition, % at 33 µM; 430,000 tested, 0.6% active; AlphaScreen SSBct-PriA binding, biotinylated peptide; in the data active means inhibition mostly above about 37%, no sharp cut-off; inactive means mostly below about 20%;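 further: plate controls were negative control peptide for no effect and reference peptide for full effect; strong numbers were not always called active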
VHR inh abs – VHR1 phosphatase inhibitors, primary screen, biochemical, absorbance, uHTS; Dual specificity protein phosphatase 3 (Homo sapiens), P51452; recombinant VHR phosphatase, pNPP absorbance; inhibition, % at 13.3 µM; 290,000 tested, 0.52% active; in the data active means inhibition above about 50%; further: some compounds called inactive have numbers as strong as hits
MazF activator – activators of E. coli MazEF toxin-antitoxin RNase, primary screen, biochemical, fluorescence, uHTS. Endoribonuclease toxin MazF (Escherichia coli (strain K12)), P0AE70. FAM/BHQ RNA-DNA oligo cleavage fluorescence, 5 h. activation, % at 20 µM. 350,000 tested, 0.32% active. AID 504720, 2011; in the data active means activation above about 50%
Target sequence (P0AE70 whole entry, looked up): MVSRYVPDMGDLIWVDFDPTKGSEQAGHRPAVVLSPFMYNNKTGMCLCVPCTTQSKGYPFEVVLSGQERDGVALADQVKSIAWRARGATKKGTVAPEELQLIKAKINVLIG
Rv3671c inh – Rv3671c serine protease inhibitors, primary screen, biochemical, fluorescence polarization, M. tuberculosis H37Rv; P9WHR9; inhibition, % at 5.96 µM; 320,000 tested, 0.048% active; in the data active means inhibition above about 38%;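 further: extracellular domain of Rv3671c used as enzyme; 0% = enzyme with DMSO and 100% = no enzyme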
Vc quorum ag – inducers of Vibrio cholerae quorum light production without autoinducers, primary screen, BH1578 luxS cqsA deficient, single point; V. cholerae BH1578 lux reporter, luminescence, 6 h; activation, % at 18.7 µM; 350,000 tested, 0.16% active; AID 588436, 2011; in the data active means activation mostly above about 9.7%, no sharp cut-off; further: not every result past the cut was called active; inactives centre near 0; reference of the scale not given here
3CLpro inhibitor – SARS-CoV 3CLpro protease inhibitors, primary screen, biochemical, quenched FRET. Replicase polyprotein 1ab (Severe acute respiratory syndrome coronavirus), P0C6X7. recombinant SARS-CoV 3CLpro, quenched FRET peptide cleavage. inhibition, % at 6 µM. 290,000 tested, 0.14% active. AID 1706, 2009; in the data active means inhibition above about 12%
TcdB inh – TcdB glycohydrolase inhibitors, primary screen, biochemical, single point, plate reader | Toxin B (Clostridioides difficile), P18177 | TcdB glycohydrolase enzymatic assay | inhibition, % at 9.99 µM | 350,000 tested, 0.24% active; in the data active means inhibition above about 10%
Anthrax LF prot – Bacillus anthracis LF protease inhibitors, primary screen, biochemical, multiplex microsphere, MLPCN library. Lethal factor (Bacillus anthracis), P15917. 360,000 tested, 0.12% active. inhibition, % at 10 µM. multiplex microsphere protease cleavage assay. AID 588501, 2011; in the data active means inhibition above about 30%; further: plate controls were buffer without enzyme for full effect and enzyme alone for no effect
Target sequence (P15917 whole entry, looked up): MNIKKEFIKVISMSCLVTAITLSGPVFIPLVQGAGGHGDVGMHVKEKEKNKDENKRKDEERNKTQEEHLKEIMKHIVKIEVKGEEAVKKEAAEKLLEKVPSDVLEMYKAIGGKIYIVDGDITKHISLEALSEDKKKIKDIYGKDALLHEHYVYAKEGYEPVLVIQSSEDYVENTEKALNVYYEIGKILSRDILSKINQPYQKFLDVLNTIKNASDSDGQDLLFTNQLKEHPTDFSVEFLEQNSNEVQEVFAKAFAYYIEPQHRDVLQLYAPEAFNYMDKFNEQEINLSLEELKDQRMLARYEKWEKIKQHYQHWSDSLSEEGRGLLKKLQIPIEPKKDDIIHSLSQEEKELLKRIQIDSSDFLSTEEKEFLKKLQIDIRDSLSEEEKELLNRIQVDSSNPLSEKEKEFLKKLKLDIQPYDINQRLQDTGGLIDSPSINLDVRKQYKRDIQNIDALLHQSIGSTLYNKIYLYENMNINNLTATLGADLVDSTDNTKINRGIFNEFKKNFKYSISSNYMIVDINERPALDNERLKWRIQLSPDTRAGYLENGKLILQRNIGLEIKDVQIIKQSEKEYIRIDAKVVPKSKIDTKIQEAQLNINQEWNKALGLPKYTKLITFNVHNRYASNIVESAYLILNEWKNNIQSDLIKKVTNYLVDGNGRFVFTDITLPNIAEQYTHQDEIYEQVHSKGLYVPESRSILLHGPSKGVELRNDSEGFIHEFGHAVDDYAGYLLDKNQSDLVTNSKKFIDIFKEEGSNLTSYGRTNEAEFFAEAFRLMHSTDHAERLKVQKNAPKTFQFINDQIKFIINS
Y pestis TopoI – Yersinia pestis topoisomerase I inhibitors, primary screen, biochemical, cleavage product accumulation, plate reader, single point | DNA topoisomerase I (Yersinia pestis CO92) | Y. pestis Topo-I cleavage product accumulation | activity, % at 10 µM | 360,000 tested, 0.064% active; in the data active means activity above about 50%, passing the limit was not always enough; further: inactives centre near 2
* hit, by the source's call; i = inactive; . = no result given; & = joins results of further samples. These rows are one share of the data; the hit share may differ from the screen's.

SMILES	PfHsp40 rescue	SSB-PriA inh	VHR inh abs	MazF activator	Rv3671c inh	Vc quorum ag	3CLpro inhibitor	TcdB inh	Anthrax LF prot	Y pestis TopoI
CCCNC(=O)N1CCC(C(=O)c2ccc(Cl)cc2)CC1	-0.6	-2.5	2.2	7.4	3.4	i	4.4	.	-7.5	5.9
CC1Cc2ccccc2N1Cc1ccc([N+](=O)[O-])cc1 (centres undefined)	0.5	36.6	10.1	-1.9	6.7	-0.2	11.0	0.2	-0.8	9.7
N#Cc1cccc(NC(=O)Cn2c3[n+](c4ccc(C(F)(F)F)cc42)CCCCC3)c1	1.9	-1.1	1.3	19.6	-5.5	-0.2	3.2	0.4	5.8	-1.3
O=C1NCCCC1C(=O)N/N=C/c1ccccc1 (centres undefined)	0.2	i	-7.7	2.3	2.6	i	4.6	.	3.3	5.4
C[C@H]1CNC(=O)C(=O)N1C[C@H](Cc1ccc(O)cc1)NC(=O)CC12CC3CC(CC(C3)C1)C2	-1.9	1.4	8.9	4.1	-1.0	0.4	-9.8	1.5&1.6	-1.9	6.5
Cc1sc2nc(SCC(=O)N(C)C)[nH]c(=O)c2c1C	0.6	-16.3	-14.9	13.4	-6.9	-0.4	1.5	.	-0.3	0.8
CN1OC[C@@H]2CN(C(=O)c3ccco3)[C@H](c3ccc(-c4ccc(C#N)cc4)cc3)C[C@@H]21	.	.	.	-0.5	.	-0.3	.	0.6	0.5	10.1
CCOc1cc(CN2CCC(N3CCC(C(=O)NC4CC4)CC3)CC2)ccc1O	.	.	.	8.1	.	-0.5	.	1.8	-1.7	-7.4
O=[N+]([O-])c1ccc(NCc2ccccn2)nc1	-1.8	3.2	-7.0	7.9	-10.1	-0.2	-2.7	-0.4	-0.2	-2.1
COc1ccc(NC(=O)NCCc2c[nH]c3ccccc23)c(OC)c1	-0.6	10.7	-1.2	-2.0	.	i	-0.3	0.2	-10.4	-5.7
O=C(Cn1cnc2ccccc2c1=O)c1ccc(OC(F)F)cc1	-2.1	-2.5	3.0	0.3	-3.9	0.4	-6.1	1.2	-1.9	-3.7
Cc1ccc(S(=O)(=O)Nc2cccc3c2CCCC3)cc1	1.5	-39.0	11.9	4.6	-11.9	0.2	3.9	.	-2.6	10.4
CN1CCN(c2ccc(NC(=O)c3ccc(-c4ccccc4F)o3)cc2)CC1	-0.7	14.7	.	18.9	10.7	1.1	.	-0.2	-12.5	-14.9
OCC1CCCN(c2nc(CN3CCCCC3)nc3scc(-c4ccccc4)c23)C1 (centres undefined)	0.3	-7.7	22.7	6.7	-13.4	-0.2	-0.7	0.3	-1.7	17.3
CCOC(=O)/C(=N/Nc1ccccc1)Sc1nnnn1-c1ccc(C)cc1	-0.1	.	-3.8	-13.3	-2.7	-0.2	-0.6	.	1.3	-6.5
CCOc1ccc(N(C(=O)c2cnsn2)C(C(=O)NC2CCCCC2)c2ccncc2)cc1 (centres undefined)	-2.1	5.7	7.4	6.5	-3.7	-0.2	2.4	-1.8	0.3	0.7
O=C(Nc1cccc(-c2cscn2)c1)C1CCN(Cc2ccccn2)CC1	0.1	-3.5	12.9	-1.1	.	-0.6	-0.6	-0.2	0.4	-4.8
COc1cccc(/C=C/C(=O)NCc2cn3cc(Cl)ccc3n2)c1OC	0.1	-3.9	24.2	-0.8	3.9	i	2.1	0.0	-1.8	-2.3
CC1(C(=O)NS(=O)(=O)c2cccc(OC(F)F)c2)CCN1C(=O)CC(c1ccccc1)c1ccccc1 (centres undefined)	.	.	.	.	.	-0.6	.	1.3	2.7	1.9
CN1C(=O)/C(=C/c2cccn2-c2ccc3ccccc3c2)C(=O)NC1=S	0.0	-5.0	3.6	-21.4	2.9	-5.6	0.9	.	16.5	-6.6
Cc1cc(C(=O)N2CCC2(C)C(=O)Nc2ccc3[nH]ncc3c2)nn1C (centres undefined)	.	.	.	.	.	i	.	-1.1	-3.7	0.9
CC(C)Oc1ccc(F)cc1-c1cc(C(=O)N2CCc3ccccc3C2)[nH]n1	.	.	.	.	.	-0.4	.	0.3	-4.7	-4.2
Cc1cc(-c2n[nH]c(=S)n2/N=C/c2cc([N+](=O)[O-])ccc2Cl)n[nH]1	-0.9	.	-0.5	0.2	.	1.4	-2.2	0.6	-2.1	6.1
CCOC(=O)C(C)c1c(C)[nH]c(=S)[nH]c1=O (centres undefined)	-0.8	-13.7	35.5	-1.5	3.9	i	-2.2	.	5.9	3.3

Entries of single compounds, looked up by structure. Order of screens: PfHsp40 rescue | SSB-PriA inh | VHR inh abs | MazF activator | Rv3671c inh | Vc quorum ag | 3CLpro inhibitor | TcdB inh | Anthrax LF prot | Y pestis TopoI
CC(C)Oc1ccc(F)cc1-c1cc(C(=O)N2CCc3ccccc3C2)[nH]n1 as listed: . | . | . | . | . | -0.4 | . | 0.3 | -4.7 | -4.2
CC1Cc2ccccc2N1Cc1ccc([N+](=O)[O-])cc1 (centres undefined) as listed: 0.5 | 36.6 | 10.1 | -1.9 | 6.7 | -0.2 | 11.0 | 0.2 | -0.8 | 9.7
CCOC(=O)/C(=N/Nc1ccccc1)Sc1nnnn1-c1ccc(C)cc1 as listed: -0.1 | . | -3.8 | -13.3 | -2.7 | -0.2 | -0.6 | . | 1.3 | -6.5
CCOC(=O)C(C)c1c(C)[nH]c(=S)[nH]c1=O (centres undefined) as listed: -0.8 | -13.7 | 35.5 | -1.5 | 3.9 | i | -2.2 | . | 5.9 | 3.3

The results go on:
SMILES	PfHsp40 rescue	SSB-PriA inh	VHR inh abs	MazF activator	Rv3671c inh	Vc quorum ag	3CLpro inhibitor	TcdB inh	Anthrax LF prot	Y pestis TopoI
O=C(COC(=O)CCN1C(=O)C2CC=CCC2C1=O)Nc1ccc(Cl)cc1F (centres undefined)	-1.6	9.9	.	5.3	4.4	-2.1	.	0.5	-4.6	4.3
CS(=O)(=O)OCCCCOS(C)(=O)=O	-1.6	-8.3	.	10.9	2.6	2.8	.	-0.1	-3.3	5.4
O=C(O)c1ccccc1-c1ccccc1C(=O)NNc1ccccc1	-0.2	-13.2	-14.3	-3.8	5.7	-0.3	0.8	.	-3.5	0.8
O=C(COC(=O)/C=C/c1ccccc1)Nc1cc(C(F)(F)F)ccc1N1CCOCC1	1.0	-2.4	22.7	-9.6	-1.2	-0.5	-3.4	0.2	-1.5	-1.5
O=[N+]([O-])c1ccccc1S(=O)(=O)c1ccccc1[N+](=O)[O-]	-0.5	5.0	14.6	0.4	-3.4	i	-2.5	-1.1	1.9	-3.6
CCNC(=O)CC1SC(=Nc2ccc(C)c([N+](=O)[O-])c2)N(C)C1=O (centres undefined)	.	-8.0	.	6.7	-1.4	i	.	0.8	-0.9	3.8
Cc1ccc(-n2nc3c(c2NC(=O)c2ccc(Br)o2)CSC3)c(C)c1	0.1	-8.4	6.5	-3.0	-9.8	-1.0	-2.2	.	-2.2	-10.3
Cc1ccc(-n2cnnn2)c(S(=O)(=O)N2CCOCC2)c1	0.2	4.2	-17.6	1.2	1.4	i	-1.5	.	10.0	-4.6
O=C(Nc1nnc(SCC(=O)N2CCOCC2)s1)C1CC(=O)N(c2ccc(F)cc2)C1 (centres undefined)	-0.4	3.9	5.0	-2.3	8.7	i	1.2	0.1	1.9	4.6
COC(=O)CSc1nnc(-c2ccccn2)n1Cc1ccco1	0.2	-5.9	-0.1	6.2	-0.3	-1.0	-5.3	0.3	2.8	0.2
COc1ccccc1Nc1nc(N(C)c2ccccc2)nc(N)c1[N+](=O)[O-]	0.6	-1.2	-11.0	11.5	.	-1.4	-0.5	.	-9.1	-3.7
Cc1cccnc1NC(=O)CNC(=O)c1ccccc1	-0.2	-7.1	.	1.2	6.1	0.0	.	-0.6	-2.6	-2.8
CC12CC3CC(C)(C1)CC(C(=O)N1CCN(C(=O)C4CCCO4)CC1)(C3)C2 (centres undefined)	0.3	-5.0	20.8	4.2	3.5	i	-2.5	0.4	0.7	-2.7
Cc1cc(NC(=O)C2CCC2)n(-c2ccccn2)n1	-1.3	3.2	33.3	-0.8	-0.7	-0.4	2.6	1.7	-4.4	8.0
O=C(CN(c1ccc2c(c1)OCCO2)S(=O)(=O)c1ccccc1)NCc1ccco1	8.9	-22.9	-1.0	-1.7	-6.5	i	3.6	.	-2.7	2.8
O=C(Nc1ccc(-c2nc3ccccc3s2)cc1)C1=COCCO1	-0.8	-8.0&-5.9	2.9	-4.5	-9.2	i	3.3	.	-0.6	-8.9
COc1ccccc1NC(=O)c1ccccc1C(=O)N(C)Cc1ccccc1	0.1	-1.9	.	5.0	2.3	i	.	-5.2	-1.5	1.7
COC(=O)C1(C)Nc2ccccc2C(=O)N1c1ccccc1OC (centres undefined)	0.6	-9.3	-3.6	9.8	0.8	16.2	1.8	0.0	0.3	7.4
O=C1c2ccccc2CN1C(CO)c1ccccc1 (centres undefined)	-0.6	4.0	30.3	-1.8	0.5	-10.0	-2.0	1.1	4.9	-9.2
Cc1cccc(C)c1NC(=S)NN(Cc1ccccc1)c1ccccc1	0.8	9.4	6.3	1.6	-8.0	-3.4	1.2	.	-1.7	-3.3
CN(C(=O)COC(=O)c1ccccc1C(=O)c1ccccc1)c1ccccc1	1.0	0.2	.	-6.9	-8.6	i	.	2.1	-0.1	20.0
CCOC(=O)c1ccc(NC(=O)c2nc[nH]c2C(=O)NCCCCNC(=O)c2[nH]cnc2C(=O)Nc2ccc(C(=O)OCC)cc2)cc1	0.4	-2.2	.	-128.0	4.5	-2.1	.	1.3	-4.2	4.5
Cc1ccc2nsnc2c1S(=O)(=O)N1CCN(Cc2ccc3c(c2)OCO3)CC1	0.5	8.3	-0.6	-2.9	-7.7	i	-4.2	.	-4.8	3.6
CC12CCC(=O)N1C(C(=O)Nc1ccc(F)c(F)c1F)CS2 (centres undefined)	-0.7	-4.1	.	0.2	-8.8	i	.	0.3	-1.1	-8.9

A different layout for part of the listing above.
Molecule: COC(=O)C1(C)Nc2ccccc2C(=O)N1c1ccccc1OC (centres undefined)
- PfHsp40 rescue = 0.6
- SSB-PriA inh = -9.3
- VHR inh abs = -3.6
- MazF activator = 9.8
- Rv3671c inh = 0.8
- Vc quorum ag = 16.2
- 3CLpro inhibitor = 1.8
- TcdB inh = 0.0
- Anthrax LF prot = 0.3
- Y pestis TopoI = 7.4
Molecule: O=C1c2ccccc2CN1C(CO)c1ccccc1 (centres undefined)
- PfHsp40 rescue = -0.6
- SSB-PriA inh = 4.0
- VHR inh abs = 30.3
- MazF activator = -1.8
- Rv3671c inh = 0.5
- Vc quorum ag = -10.0
- 3CLpro inhibitor = -2.0
- TcdB inh = 1.1
- Anthrax LF prot = 4.9
- Y pestis TopoI = -9.2
Molecule: Cc1cccc(C)c1NC(=S)NN(Cc1ccccc1)c1ccccc1
- PfHsp40 rescue = 0.8
- SSB-PriA inh = 9.4
- VHR inh abs = 6.3
- MazF activator = 1.6
- Rv3671c inh = -8.0
- Vc quorum ag = -3.4
- 3CLpro inhibitor = 1.2
- TcdB inh = .
- Anthrax LF prot = -1.7
- Y pestis TopoI = -3.3
